High-throughput results (PubChem BioAssay)
Tn7 DDE FP – inhibitors of Tn7 peptide binding to fibrin DD(E), primary screen, biochemical, fluorescence polarization, human fibrin, Tn7 probe; Fibrinogen beta chain (Homo sapiens), P02675; FP displacement of FITC-Tn7 peptide from fibrin DD(E); 0% = median of compound wells per plate; inhibition, % at 8.3 µM; 370,000 compounds, 0.13% hits; AID 720508, 2013;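 active = inhibition above the mean of compounds falling within the control limits plus 3 SD of them, cut at about 14% in these data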;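 also: 0% = plate median of compound wells and 100% = 10 µM Aha-Tn7 peptide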
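assay system = human clot-derived fibrin DD(E) complex | quantity = Fibrin-DD(E) at 2 µM final | timing = 10 min preincubation, 3 h with tracer, room temperature | signal = fluorescence polarization | measure = percent inhibition | benchmarks = high control wells with 10 µM unlabelled Aha-Tn7 peptide (full inhibition) | replicates = singlicate testing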
ADAM10 inh – human ADAM10 inhibitors, primary screen, biochemical, QFRET, HTS; Disintegrin and metalloproteinase domain-containing protein 10 (Homo sapiens), O14672; AID 720582, 2013; 370,000 compounds, 0.62% hits; inhibition, % at 7 µM; recombinant ADAM10, EDANS/DABCYL FRET peptide cleavage, 3 h;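 active = inhibition above a per-campaign cutoff equal to the mean of compounds falling between control-based bounds plus 3 SD, cut at about 20% in these data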;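 also: 0% = DMSO wells while the 100% control is not disclosed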
ASAP1 GAP inh – inhibitors of human ASAP1 ArfGAP activity, primary screen, biochemical, fluorescence polarization; inhibition, % at 16.5 µM; Arf-GAP with SH3 domain, ANK repeat and PH domain-containing protein 1 (Homo sapiens), …; AID 624377, 2012; ASAP1-stimulated ARF1 GTP hydrolysis, GDP FP detection; 360,000 compounds, 0.19% hits; in the data active = inhibition above about 25%;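 also: 0% = vehicle with enzyme and substrate and 100% = no enzyme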
LEDGF integ inh – blockers of LEDGF/p75-dependent integrase strand transfer – biochemical, TR-FRET, high throughput, primary screen; inhibition, % at 3.7 µM; 370,000 compounds, 0.64% hits; TR-FRET IN-LEDGF/p75 DNA integration, Eu/Cy5; HIV-1 integrase (with human LEDGF/p75);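 active = inhibition above the screen-wide mean plus 3 SD, cut at about 13% in these data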;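 also: signal is the Cy5 over europium emission ratio at 671 and 618 nm; 0% = plate median of compound wells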
KLK7 zymogen act – proKLK7 zymogen activators, primary screen, biochemical, fluorescence intensity. 370,000 compounds, 0.9% hits. AID 652039, 2013. purified proKLK7, EDANS-DABCYL substrate fluorescence; 100% is mature enzyme control, 0% vehicle. Kallikrein-7 (Homo sapiens), P49862. activation, % at 7 µM;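 active = activation above the mean of all tested compounds plus 3 SD, computed per campaign excluding outliers beyond control limits, cut at about 13% in these data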
Tn6 DDE FP – inhibitors of Tn6 peptide binding to fibrin DD(E), primary screen, biochemical, fluorescence polarization, human fibrin, Tn6 probe. inhibition, % at 8.3 µM. 370,000 compounds, 0.21% hits. Fibrin DD(E) TRITC-Tn6 fluorescence polarization displacement. Fibrinogen beta chain (Homo sapiens), P02675. AID 720509, 2013;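 active = inhibition above a per-campaign cutoff: mean of compounds within control limits plus 3 SD, cut at about 15% in these data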;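 also: 0% = median of all compound wells on the plate and 100% = blocking peptide control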
ADAM17 inh – ADAM17 inhibitors, primary screen, biochemical, QFRET | inhibition, % at 6.95 µM | Disintegrin and metalloproteinase domain-containing protein 17 (Homo sapiens), P78536 | recombinant ADAM17, EDANS/DABCYL FRET peptide cleavage | 370,000 compounds, 0.83% hits | AID 720648, 2013;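 active = inhibition above the mean of compounds lying between control limits plus 3 SD, set per campaign, cut at about 8.5% in these data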;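 also: 0% = DMSO-only wells as the low control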
Target sequence (P78536 215-824 limits assumed): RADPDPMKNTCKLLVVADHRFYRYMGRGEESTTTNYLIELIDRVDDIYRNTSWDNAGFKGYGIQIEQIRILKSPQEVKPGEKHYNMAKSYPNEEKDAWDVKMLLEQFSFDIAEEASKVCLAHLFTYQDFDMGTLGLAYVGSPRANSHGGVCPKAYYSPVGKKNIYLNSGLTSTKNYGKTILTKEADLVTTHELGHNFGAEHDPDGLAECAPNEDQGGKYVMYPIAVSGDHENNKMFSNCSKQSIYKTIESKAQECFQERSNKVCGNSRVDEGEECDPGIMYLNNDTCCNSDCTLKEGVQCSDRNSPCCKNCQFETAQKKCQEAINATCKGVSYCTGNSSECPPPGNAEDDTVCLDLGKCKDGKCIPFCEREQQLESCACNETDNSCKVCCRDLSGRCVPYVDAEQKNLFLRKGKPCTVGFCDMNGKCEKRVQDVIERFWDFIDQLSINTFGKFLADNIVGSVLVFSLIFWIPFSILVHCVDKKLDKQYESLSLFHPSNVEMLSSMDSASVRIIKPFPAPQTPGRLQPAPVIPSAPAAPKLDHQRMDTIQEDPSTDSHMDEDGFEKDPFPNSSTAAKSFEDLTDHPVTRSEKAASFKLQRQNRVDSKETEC
ARFGAP1 inh – inhibitors of rat ARFGAP1 GAP activity, primary screen, biochemical, fluorescence polarization, GDP tracer. inhibition, % at 16.5 µM. AID 651572, 2012. 360,000 compounds, 0.26% hits. Arfgap1-stimulated ARF1 GTP hydrolysis, GDP FP detection;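 active = inhibition above a per-plate limit, mean inhibition of low control wells plus 3 SD, cut at about 25% in these data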;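 also: 0% = DMSO wells with enzyme and 100% = wells lacking Arfgap1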
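Material: rat Arfgap1 GAP domain (His6, aa 1-136), purified enzyme. Also added: human ARF1(Δ1-17)-GTP substrate. Compound dosing: 16.5 µM single point, 1.26% DMSO. Timing: enzyme reaction 120 min at 25 °C after 20 min preincubation. Signal: GDP detection by fluorescence polarization. Read-out basis: percent inhibition of GAP-stimulated GDP formation, scaled between DMSO and no-Arfgap1 medians.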
PLCg1 inh – PLC-gamma1 enzyme inhibitors, primary screen, biochemical, fluorescence, purified enzyme. fluorogenic substrate. 370,000 compounds, 0.84% hits. 1-phosphatidylinositol 4,5-bisphosphate phosphodiesterase gamma-1 (Homo sapiens), P19174. inhibition, % at 12.2 µM; in the data active = inhibition above about 9.5%
TDP2 absorb – human TDP2 enzyme inhibitors, primary screen, biochemical, epi absorbance, recombinant enzyme; T5PNP hydrolysis, p-nitrophenol absorbance 415 nm; inhibition, % at 12.8 µM; 370,000 compounds, 0.34% hits; AID 720702, 2013;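 active = inhibition above the mean of all tested compounds plus 3 SD, set per campaign, cut at about 25% in these data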;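 also: 0% = DMSO with enzyme and 100% = buffer with substrate but no TDP2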
Target sequence (O95551 whole entry, looked up): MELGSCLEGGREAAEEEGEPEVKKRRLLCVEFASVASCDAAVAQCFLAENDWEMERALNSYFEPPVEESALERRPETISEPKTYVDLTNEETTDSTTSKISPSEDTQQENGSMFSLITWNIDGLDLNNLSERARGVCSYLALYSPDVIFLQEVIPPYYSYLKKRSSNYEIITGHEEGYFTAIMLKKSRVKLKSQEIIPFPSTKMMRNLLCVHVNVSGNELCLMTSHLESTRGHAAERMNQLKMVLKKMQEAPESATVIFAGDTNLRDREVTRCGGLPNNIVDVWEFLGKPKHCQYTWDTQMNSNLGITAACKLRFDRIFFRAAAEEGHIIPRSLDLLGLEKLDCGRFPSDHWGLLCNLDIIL
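System – recombinant human TDP2 · Amount – 120 nM TDP2 per well · Buffer or medium – Mg2+-containing Tris-HCl buffer, pH 7.5 · Reagent – T5PNP substrate, 5 mM · Dosing – 12.8 µM single point, 1% DMSO · Incubation – 2 h at 37 °C · Measured by – epi absorbance · Read-out basis – percent inhibition · Benchmarks – high control without enzyme, low control DMSO plus TDP2 · Repeats – singlicate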
Starred values were filed as active, the others as inactive; x = not tested or not shown.

SMILES | Tn7 DDE FP | ADAM10 inh | ASAP1 GAP inh | LEDGF integ inh | KLK7 zymogen act | Tn6 DDE FP | ADAM17 inh | ARFGAP1 inh | PLCg1 inh | TDP2 absorb
O=C(CCC(=O)c1cccs1)Nc1ccc(F)c(F)c1F | -1 | -7 | -2 | 3 | 0.1 | -1 | 1 | 3 | -16 | -8
CCOC(=O)/C(C#N)=C/C1=C(N2CCOCC2)C(C)(C)OCC1 | -4 | -94 | -6 | -2 | 0.8 | 9 | -32 | 7 | -9 | -1
CCc1ccc(C(=O)OCC(=O)N2CCCCCC2)cc1 | -6 | -2 | -4 | 1 | -0.2 | 1 | -2 | -6 | 1 | -2
O=C(O)[C@H]1CCCN1C(=O)c1ccccc1N1C(=O)[C@@H]2Cc3c([nH]c4ccccc34)C(c3cccc(Cl)c3)N2C1=O (stereo partly specified) | -5 | -83 | -2 | 2 | 0.6 | -1 | -24 | 12 | -50 | -8
c1ccc2c(c1)Oc1cccc3cccc-2c13 | -10 | -37 | -4 | 4 | -5.2 | -6 | -14 | 9 | -16 | -13
COC(=O)c1c(NC(=O)c2ccccc2)sc(C(=O)c2ccccc2)c1C | 1 | 13 | 5 | 2 | -0.6 | -6 | 2 | -5 | 3 | 1
CN1CCC(C(=O)N2CCCC(C(=O)c3ccc4c5c(cccc35)CC4)C2)CC1 (stereo unspecified) | 1 | -394 | 7 | 6 | 11 | 1 | -108 | -2 | -72 | -3
O=C(Nc1cc(C(F)(F)F)ccc1-n1cncn1)c1ccc([N+](=O)[O-])o1 | 5 | -7 | -6 | -4 | -0.1 | 3 | -2 | 6 | -25 | -4
COc1cnc(-c2ccccn2)[nH]c1=O | 2 | -14 | 7 | -1 | -0.2 | 1 | -1 | 3 | 1 | 0
Cc1ccc(CNC(=O)[C@H](Cc2ccccc2)NC(=O)c2ccco2)cc1 | 6 | -9 | 0 | 2 | 0.1 | -8 | -8 | -1 | -1 | -5
CCCN(CC(=O)Nc1ccc(F)c(F)c1F)C(=O)Cc1ccc(S(=O)(=O)N2CCOCC2)s1 | -1 | -7 | -7 | -2 | -0.5 | -2 | -5 | -3 | -22 | 5
CCOC(=O)NC(=O)CSc1nc2ccc(OCC)cc2[nH]1 | 3 | 0 | 3 | 0 | 0.0 | 7 | -4 | 1 | -4 | -3
NC(=O)[C@@H]1CCCN1C(=O)[C@@H](Cc1ccccc1)NC(=O)[C@H]1O[C@@H](n2ccc(N)nc2=O)[C@H](O)[C@@H]1O | 0 | -7 | 3 | 1 | 0.5 | 2 | -3 | 8 | 1 | 4
Cc1nn(C)c(C)c1N1C(=O)c2cccc3c(Br)ccc(c23)C1=O | 3 | 5 | 1 | -2 | -0.2 | 0 | 3 | -1 | -5 | 4
COC(=O)[C@]12C[C@H](CC(=O)NCCCN3CCCC3=O)C(=O)N(Cc3ccco3)C1=C[C@H](C(C)C)O[C@@H]2C1CC1 | -2 | -13 | x | -2 | 0.0 | -5 | -6 | x | -1 | 9
COc1cc(S(=O)(=O)N2CCOCC2)ccc1NC(=O)COC(=O)c1cc(OC)c(OC)c(OC)c1 | 5 | -1 | -6 | 0 | -0.1 | -2 | 1 | 1 | 1 | -5
CNC[C@@H]1OCc2cnnn2CCCC(=O)N([C@@H](C)CO)C[C@H]1C | -2 | -8 | 6 | 5 | -0.4 | 1 | -4 | -4 | 2 | 3
O=C(NCCC1=CCCCC1)NC1CCCCC1 | -6 | 5 | 14 | 2 | 0.6 | -1 | -1 | -4 | 4 | 6
Cc1cc(NC2CCCCC2)nc(-c2ccccc2O)n1 | 2 | -100 | 18 | 4 | -0.2 | -5 | -49 | 7 | -167 | 7
CCCCC(=O)Nc1cccc(-c2nc3ncccc3o2)c1C | -4 | -19 | 1 | 4 | -0.5 | 1 | -2 | 2 | -7 | -14
Cc1csc(NC(=O)C2CCN(S(=O)(=O)c3cccs3)CC2)n1 | -2 | -1 | 3 | 7 | -0.1 | 0 | -2 | 6 | 1 | 5
COC(=O)c1ccc(CNC(=O)c2ccccc2C(=O)NCC2(CBr)OCCO2)cc1 | 4 | -5 | -4 | 3 | -0.1 | 3 | 1 | -4 | 2 | 4
CN(C(=O)Nc1ccc(C(C)(C)C)cc1)C1CCCCC1 | 3 | 2 | -14 | 9 | 0.4 | 1 | 0 | -6 | 3 | 1
CN(C)CCCNS(=O)(=O)c1ccc(-n2nnc3ccccc32)c([N+](=O)[O-])c1 | 4 | -3 | -5 | 3 | 0.3 | -5 | -2 | 7 | 0 | 4
CC(CN(C(N)=O)c1ccccc1O)C(=O)O (stereo unspecified) | -3 | -1 | 9 | -2 | -1.3 | -3 | 0 | -6 | 3 | -8
O=C1Nc2ccccc2N(C(=O)c2ccc(-c3ccccc3)cc2)C1c1nc2ccccc2[nH]1 (stereo unspecified) | -2 | -149 | 16 | 5 | -84 | -4 | -45 | 7 | -166 | 11
Cc1ccc2occ(/C=N/NC(=O)c3ccc(Cl)cc3)c(=O)c2c1 | 4 | 5 | 5 | 0 | -0.8 | 6 | -3 | 5 | 0 | -8
O=C(N/N=C/c1cn(Cc2ccccc2)c2ccccc12)c1cccnc1 | 6 | -10 | 2 | -4 | -0.6 | 0 | -2 | 22 | -32 | 1
Cc1nc(SCC(=O)NC2(C#N)CCCC2)n(CC(C)C)c1C | -5 | -12 | 9 | -2 | 0.2 | 2 | -5 | 10 | 5 | 11
CCCn1nc(NC(=O)c2cccs2)c2cc3cc(OC)ccc3nc21 | -6 | -7 | -7 | 2 | 0.1 | 5 | -8 | -1 | -30 | -1
Cc1noc(C)c1NC(=O)N(C)C[C@@H]1Oc2c(NC(=O)c3ccncc3)cccc2C(=O)N([C@H](C)CO)C[C@@H]1C | 1 | -6 | 4 | -4 | 0.1 | -4 | 0 | 3 | 1 | -10
CC(C)(C)NC(=O)CSc1nnc(NC(=O)c2ccccc2Cl)s1 | -4 | -1 | 4 | 0 | 0.2 | -3 | -1 | 2 | -3 | 8
CC1CCCC(C)N1C(=O)CSc1nnc(NC(=O)c2cccs2)s1 (stereo unspecified) | -5 | 4 | -2 | 0 | -0.3 | 5 | 3 | 2 | -44 | 3
O=C(NCCCN1CCCC1=O)c1ccc2c(=O)n(-c3ccc(F)cc3)c(=S)[nH]c2c1 | -3 | -7 | 1 | -3 | -0.6 | -3 | 3 | 3 | -1 | -10
CC(C)c1ccc(NC(=O)NC2CCN(CC(=O)Nc3cccc4ccccc34)CC2)cc1 | 3 | 1 | -8 | 2 | -0.2 | 1 | -2 | 2 | 2 | 4
COc1ccc(Br)c(Cn2c(C)c(C(=O)NCc3cccs3)sc2=O)c1 | -13 | 12 | 4 | 0 | 0.6 | 2 | 3 | 4 | -1 | -5

In another format: entries from further up.
> CC1CCCC(C)N1C(=O)CSc1nnc(NC(=O)c2cccs2)s1 (stereo unspecified)
  Tn7 DDE FP = -5
  ADAM10 inh = 4
  ASAP1 GAP inh = -2
  LEDGF integ inh = 0
  KLK7 zymogen act = -0.3
  Tn6 DDE FP = 5
  ADAM17 inh = 3
  ARFGAP1 inh = 2
  PLCg1 inh = -44
  TDP2 absorb = 3

> O=C(N/N=C/c1cn(Cc2ccccc2)c2ccccc12)c1cccnc1
  Tn7 DDE FP = 6
  ADAM10 inh = -10
  ASAP1 GAP inh = 2
  LEDGF integ inh = -4
  KLK7 zymogen act = -0.6
  Tn6 DDE FP = 0
  ADAM17 inh = -2
  ARFGAP1 inh = 22
  PLCg1 inh = -32
  TDP2 absorb = 1

Remaining list, next part:
SMILES | Tn7 DDE FP | ADAM10 inh | ASAP1 GAP inh | LEDGF integ inh | KLK7 zymogen act | Tn6 DDE FP | ADAM17 inh | ARFGAP1 inh | PLCg1 inh | TDP2 absorb
CC1=NN(C(=O)c2ccccc2Cl)C(O)(c2ccccc2)C1 (stereo unspecified) | -2 | -7 | -14 | 4 | -0.4 | 5 | -5 | -4 | 2 | 4
CCn1cc(CN2CCCC(CNS(=O)(=O)c3ccc(OC)cc3)C2)cn1 (stereo unspecified) | 0 | -9 | -8 | 0 | -1.1 | 3 | -1 | -8 | -2 | -1
CCOC(=O)c1nc(S(C)(=O)=O)ncc1N1CCOCC1 | -1 | -3 | -3 | -4 | 0.1 | 3 | -1 | 4 | 2 | -5
O=C(COCC(=O)N1CCOCC1)N1CCOCC1 | 9 | -2 | -8 | -4 | 0.1 | 4 | -3 | 5 | 3 | -2
O=C(O)c1cccc(S(=O)(=O)Nc2cccc(S(=O)(=O)N3CCCC3)c2)c1 | 4 | -8 | 9 | 0 | -0.1 | -4 | -3 | 2 | -2 | 13

As a short view, some entries already given.
SMILES | Tn7 DDE FP | ADAM10 inh | ASAP1 GAP inh | LEDGF integ inh | KLK7 zymogen act | Tn6 DDE FP | ADAM17 inh | ARFGAP1 inh | PLCg1 inh | TDP2 absorb
CCn1cc(CN2CCCC(CNS(=O)(=O)c3ccc(OC)cc3)C2)cn1 (stereo unspecified) | 0 | -9 | -8 | 0 | -1.1 | 3 | -1 | -8 | -2 | -1
CCOC(=O)c1nc(S(C)(=O)=O)ncc1N1CCOCC1 | -1 | -3 | -3 | -4 | 0.1 | 3 | -1 | 4 | 2 | -5
